Assay outcomes from PubChem.
MsrA act = activates bovine MsrA enzyme; activation, % at 10.6 µM; hit rate 0.3% among 360,000; purified bovine MsrA, absorbance read-out; in the data active means activation above about 7.5%;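 further: 0% = vehicle and 100% = reference activator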
Rin1 Abl inh = human Rin1-Abl interaction inhibition. P00519+Q13671. TR-FRET Rin1/Abl binding, biochemical. inhibition, % at 7.35 µM. hit rate 0.4% among 360,000. AID 588664; in the data active means inhibition above about 5%, passing the limit was not always enough
MT1-MMP act inh = MT1-MMP (human) activation inhibition. P50281. HT1080 RFP-PRO-GFP cells, GFP/RFP ratio fluorescence, overnight; percent of plate control window, DMSO zero. GFP/RFP ratio change, % at 20 µM. hit rate 0.061% among 360,000. AID 651647;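 active means GFP/RFP ratio change of at least 30% with cell ATP level not reduced by more than half and red fluorescence within 50% of control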; further: strong numbers were not always called active
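Assay system: HT1080 cells carrying an RFP-PRO-GFP reporter | Dosing: Single dose of 20 µM compound, 1% DMSO final | Incubation: Cells overnight before dosing, compound overnight, 37 °C, 5% CO2 | Evaluation: GFP/RFP fluorescence ratio | Control set: DMSO and RFP-L50D-GFP cell wells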
FAS-TE inh = inhibitors of human fatty acid synthase thioesterase domain | recombinant FAS-TE, OMFH fluorogenic substrate, fluorescence endpoint | inhibition, % at 15 µM | hit rate 0.67% among 360,000;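 active means compounds whose normalised, plate-corrected inhibition of enzyme fluorescence in the single-dose primary screen is 50% or more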;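 further: 0% = DMSO with enzyme and 100% = substrate without enzyme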
Target sequence (P49327 whole entry, looked up, the tested form may be a part): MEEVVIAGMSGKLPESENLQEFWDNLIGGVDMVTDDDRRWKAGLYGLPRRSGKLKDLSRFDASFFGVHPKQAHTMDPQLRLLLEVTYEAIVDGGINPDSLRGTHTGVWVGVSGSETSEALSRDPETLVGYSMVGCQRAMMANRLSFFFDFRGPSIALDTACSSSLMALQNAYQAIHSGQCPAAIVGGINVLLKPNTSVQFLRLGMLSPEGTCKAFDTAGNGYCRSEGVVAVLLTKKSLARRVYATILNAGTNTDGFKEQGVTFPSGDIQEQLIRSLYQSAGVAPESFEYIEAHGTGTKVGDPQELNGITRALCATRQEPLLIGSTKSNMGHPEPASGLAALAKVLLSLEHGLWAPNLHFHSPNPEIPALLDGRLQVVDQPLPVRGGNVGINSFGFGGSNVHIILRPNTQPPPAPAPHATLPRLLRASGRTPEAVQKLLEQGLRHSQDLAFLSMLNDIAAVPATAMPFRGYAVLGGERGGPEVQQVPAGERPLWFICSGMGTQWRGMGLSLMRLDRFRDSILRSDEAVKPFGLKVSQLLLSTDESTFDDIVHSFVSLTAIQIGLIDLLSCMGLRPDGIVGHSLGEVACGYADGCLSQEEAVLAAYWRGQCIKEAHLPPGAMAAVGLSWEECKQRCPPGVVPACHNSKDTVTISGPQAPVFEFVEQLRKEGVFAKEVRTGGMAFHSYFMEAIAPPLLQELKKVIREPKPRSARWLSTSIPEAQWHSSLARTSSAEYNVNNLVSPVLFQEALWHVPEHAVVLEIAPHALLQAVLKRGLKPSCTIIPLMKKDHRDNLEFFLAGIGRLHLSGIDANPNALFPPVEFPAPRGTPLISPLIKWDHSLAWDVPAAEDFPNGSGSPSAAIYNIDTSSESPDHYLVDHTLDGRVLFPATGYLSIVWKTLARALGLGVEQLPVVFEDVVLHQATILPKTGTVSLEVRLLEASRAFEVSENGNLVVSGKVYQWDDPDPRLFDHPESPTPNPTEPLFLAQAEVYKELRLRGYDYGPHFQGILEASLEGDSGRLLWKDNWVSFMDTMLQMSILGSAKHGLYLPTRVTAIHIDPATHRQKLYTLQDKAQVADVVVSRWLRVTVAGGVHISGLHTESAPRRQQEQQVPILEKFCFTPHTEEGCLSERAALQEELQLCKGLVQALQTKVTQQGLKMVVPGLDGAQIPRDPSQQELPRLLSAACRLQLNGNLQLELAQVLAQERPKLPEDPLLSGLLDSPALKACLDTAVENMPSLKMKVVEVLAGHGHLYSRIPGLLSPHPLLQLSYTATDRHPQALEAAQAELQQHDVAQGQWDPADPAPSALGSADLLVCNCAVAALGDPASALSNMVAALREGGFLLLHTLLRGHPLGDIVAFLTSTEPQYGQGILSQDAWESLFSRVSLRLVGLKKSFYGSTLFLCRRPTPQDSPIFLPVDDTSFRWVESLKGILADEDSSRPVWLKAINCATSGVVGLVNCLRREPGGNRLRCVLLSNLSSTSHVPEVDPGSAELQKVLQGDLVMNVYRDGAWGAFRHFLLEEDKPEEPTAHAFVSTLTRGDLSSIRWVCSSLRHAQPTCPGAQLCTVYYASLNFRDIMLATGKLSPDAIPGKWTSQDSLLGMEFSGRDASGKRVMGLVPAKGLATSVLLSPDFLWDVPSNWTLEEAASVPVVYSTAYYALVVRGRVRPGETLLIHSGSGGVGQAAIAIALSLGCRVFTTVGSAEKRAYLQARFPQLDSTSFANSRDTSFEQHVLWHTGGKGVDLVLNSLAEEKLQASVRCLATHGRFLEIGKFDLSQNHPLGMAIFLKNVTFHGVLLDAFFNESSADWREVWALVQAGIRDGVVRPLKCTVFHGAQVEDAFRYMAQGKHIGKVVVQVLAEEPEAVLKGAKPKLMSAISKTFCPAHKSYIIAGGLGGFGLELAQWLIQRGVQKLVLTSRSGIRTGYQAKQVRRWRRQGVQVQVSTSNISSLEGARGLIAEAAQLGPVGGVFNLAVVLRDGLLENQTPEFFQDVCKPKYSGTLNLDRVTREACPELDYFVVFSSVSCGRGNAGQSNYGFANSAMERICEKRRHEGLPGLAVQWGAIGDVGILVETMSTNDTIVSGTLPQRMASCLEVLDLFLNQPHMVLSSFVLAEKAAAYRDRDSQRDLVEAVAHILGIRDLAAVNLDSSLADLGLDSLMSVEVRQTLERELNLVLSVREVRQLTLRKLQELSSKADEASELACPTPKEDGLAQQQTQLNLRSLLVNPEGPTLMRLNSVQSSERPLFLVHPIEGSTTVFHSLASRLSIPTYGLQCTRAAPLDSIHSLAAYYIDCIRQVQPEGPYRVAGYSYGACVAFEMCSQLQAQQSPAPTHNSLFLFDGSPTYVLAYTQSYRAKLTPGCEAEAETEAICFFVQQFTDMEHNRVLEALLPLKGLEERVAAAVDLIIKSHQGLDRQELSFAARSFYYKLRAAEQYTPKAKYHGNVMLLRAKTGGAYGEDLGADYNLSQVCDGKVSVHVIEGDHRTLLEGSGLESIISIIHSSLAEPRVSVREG
Neddyl block = inhibitors of human cullin neddylation. TR-FRET cullin neddylation, biochemical. P61081+Q13564. calls only at 25 µM. hit rate 0.58% among 360,000; in the data active means inhibition above about 36%
eLon inh = inhibitors of E. coli Lon protease | hit rate 0.42% among 360,000 | purified E. coli Lon protease, fluorescence polarization | P0A9M0 | AID 602123 | inhibition, % at 7.94 µM; in the data active means inhibition above about 13%, passing the limit was not always enough;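 further: 0% = enzyme with probe and DMSO and 100% = no enzyme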
MLLE-PAM2 inh = blocks PAM2 peptide binding to the PABP1 MLLE domain; P11940; GST-MLLE / FITC-PAM2 fluorescence polarization; hit rate 0.36% among 360,000; inhibition, % at 20 µM; in the data active means inhibition above about 35%, passing the limit was not always enough;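 further: plate controls were DMSO wells with GST-MLLE for no effect and wells lacking GST-MLLE protein for full effect; some results filed as inactive read as strong as hits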
SKN-1 block = C. elegans SKN-1 inhibition | C. elegans VP596 Pgst-4::GFP/RFP ratio, acrylamide-induced, 24 h | inhibition, % at 21.8 µM | hit rate 0.49% among 360,000;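 active means interference check ratio from 0.5 to 1.5 plus GFP to RFP signal ratio inhibition reaching or exceeding a fixed threshold, cut at about 30% in these data, passing the limit was not always enough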; further: some compounds called inactive have numbers as strong as hits
NRP1-CendR mod = NRP-1/CendR interaction modulation; FAM-RPARPAR peptide binding to NRP-1, fluorescence polarization; inhibition, % at 25 µM; hit rate 0.85% among 360,000; AID 602438;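 active means inhibition or corrected inhibition above about 18%, plus a signal ratio from 0.5 to 1.5, limit read from the data, passing the limit was not always enough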; further: strong numbers were not always called active
* = called active by the depositor.

How did Cc1ccc(CNC(=O)CSc2c3c(nc4ccc(Cl)cc24)CCCC3)o1 do in these assays?
MsrA act: 1; Rin1 Abl inh: -26; MT1-MMP act inh: -13; FAS-TE inh: 8; Neddyl block: inactive; eLon inh: -13; MLLE-PAM2 inh: 3; SKN-1 block: 7; NRP1-CendR mod: 0

What do the screens show for `CCN(C(=O)c1ccco1)c1nc(-c2ccc(OC)cc2)cs1`?
MsrA act: -6; Rin1 Abl inh: 3; MT1-MMP act inh: 3; FAS-TE inh: 32; Neddyl block: inactive; eLon inh: 4; MLLE-PAM2 inh: 9; SKN-1 block: 46*; NRP1-CendR mod: 9

Results for N#Cc1c(NC(=O)CSc2nc3ccccc3s2)sc2c1CCCC2 ?
MsrA act: -3; Rin1 Abl inh: -2; MT1-MMP act inh: 3; FAS-TE inh: 2; Neddyl block: inactive; eLon inh: -5; MLLE-PAM2 inh: 20; SKN-1 block: 13; NRP1-CendR mod: 2

What do the screens show for `CCOCCCNC(=O)c1c(N)n(-c2ccc3c(c2)OCO3)c2nc3ccccc3nc12`?
MsrA act: -2; Rin1 Abl inh: -2; MT1-MMP act inh: 4; FAS-TE inh: -4; Neddyl block: inactive; eLon inh: 18; MLLE-PAM2 inh: -4; SKN-1 block: 1; NRP1-CendR mod: 4

How did COc1ccc(Oc2c(OC)cc([N+](=O)[O-])c3ncccc23)cc1 do in these assays?
MsrA act: 5; Rin1 Abl inh: -1; MT1-MMP act inh: 7; FAS-TE inh: 12; Neddyl block: inactive; eLon inh: -5; MLLE-PAM2 inh: 1; SKN-1 block: 9; NRP1-CendR mod: 7

What do the screens show for `C=C[C@@H]1c2c(F)cccc2N(S(=O)(=O)c2ccc(C)cc2)[C@H](c2ccc(C(=O)OC)cc2)C1(C#N)C#N`?
MsrA act: 1; Rin1 Abl inh: -1; MT1-MMP act inh: -1; FAS-TE inh: 46; Neddyl block: inactive; eLon inh: -4; MLLE-PAM2 inh: 8; SKN-1 block: 14; NRP1-CendR mod: 8

What do the screens show for `CCOC(=O)c1sc(NC(=S)NC(=O)c2ccccc2)c(C(=O)OCC)c1C`?
MsrA act: -4; Rin1 Abl inh: 0; MT1-MMP act inh: -2; FAS-TE inh: -3; Neddyl block: inactive; eLon inh: 3; MLLE-PAM2 inh: 6; SKN-1 block: 2; NRP1-CendR mod: -6

What do the screens show for `COc1ccc(NC(=O)N2CCCCCC2)c(OC)c1`?
MsrA act: 0; Rin1 Abl inh: 2; MT1-MMP act inh: 4; FAS-TE inh: -3; Neddyl block: inactive; eLon inh: -2; MLLE-PAM2 inh: 1; SKN-1 block: -15; NRP1-CendR mod: -4

Results for O=C(COC(=O)/C=C/c1cccc(F)c1)NC1CCCC1 ?
MsrA act: 0; Rin1 Abl inh: 2; MT1-MMP act inh: 4; FAS-TE inh: -6; Neddyl block: inactive; eLon inh: -11; MLLE-PAM2 inh: 3; SKN-1 block: 5; NRP1-CendR mod: 12

How did O=C(N/C(=C\c1ccc([N+](=O)[O-])cc1)C(=O)N1CCCCC1)c1ccco1 do in these assays?
MsrA act: -5; Rin1 Abl inh: 1; MT1-MMP act inh: -3; FAS-TE inh: -1; Neddyl block: inactive; eLon inh: 7; MLLE-PAM2 inh: -2; SKN-1 block: -7; NRP1-CendR mod: 4

How did Cc1ccc(OCCn2cc(/C=C3\C(=O)NN(c4ccccc4)C3=O)c3ccccc32)cc1 do in these assays?
MsrA act: 0; Rin1 Abl inh: 2; MT1-MMP act inh: 1; FAS-TE inh: -11; Neddyl block: inactive; eLon inh: -2; MLLE-PAM2 inh: -13; SKN-1 block: 13; NRP1-CendR mod: -10

What do the screens show for `O=C(CCCN1C(=O)NC2(CCCC2)C1=O)Nc1ccc(F)cc1`?
MsrA act: -3; Rin1 Abl inh: 1; MT1-MMP act inh: 2; FAS-TE inh: -6; Neddyl block: inactive; eLon inh: 5; MLLE-PAM2 inh: 5; SKN-1 block: 10; NRP1-CendR mod: -13

How did N/C(=N\OC(=O)Nc1ccccc1)c1ncc(C(F)(F)F)cc1Cl do in these assays?
MsrA act: 0; Rin1 Abl inh: 4; MT1-MMP act inh: 4; FAS-TE inh: 3; Neddyl block: inactive; eLon inh: 0; MLLE-PAM2 inh: 5; SKN-1 block: 28; NRP1-CendR mod: -1

How did CCOc1ccc(C(=O)N2CCN(c3ccccc3)CC2)cc1 do in these assays?
MsrA act: -2; Rin1 Abl inh: 0; MT1-MMP act inh: -1; FAS-TE inh: 0; Neddyl block: inactive; eLon inh: 0; MLLE-PAM2 inh: 7; SKN-1 block: -8; NRP1-CendR mod: 4

Results for CCOC(=O)N1CCN(CC(O)COc2cc(C)cc(C)c2)CC1 (stereo not drawn) ?
MsrA act: -11; Rin1 Abl inh: 2; MT1-MMP act inh: -12; FAS-TE inh: -6; Neddyl block: inactive; eLon inh: 5; MLLE-PAM2 inh: -13; SKN-1 block: -12; NRP1-CendR mod: 19

Results for CCN(CCn1cccn1)C(=O)c1cccc(OC2CCN(S(C)(=O)=O)CC2)c1 ?
MsrA act: -2; Rin1 Abl inh: 2; MT1-MMP act inh: 0; FAS-TE inh: -6; Neddyl block: inactive; eLon inh: 2; MLLE-PAM2 inh: -7; SKN-1 block: 32; NRP1-CendR mod: -1

How did CCCCC(=O)Nc1ccc(C(=O)NNC(=O)c2cccs2)cc1 do in these assays?
MsrA act: -1; Rin1 Abl inh: 1; MT1-MMP act inh: 5; FAS-TE inh: -7; Neddyl block: inactive; eLon inh: 1; MLLE-PAM2 inh: -10; SKN-1 block: -2; NRP1-CendR mod: 8

Results for COc1cc2c(cc1OC)CN(C1CCCN(Cc3cccc(C(C)=O)c3)C1)CC2 (stereo not drawn) ?
MsrA act: 0; Rin1 Abl inh: -1; MT1-MMP act inh: 2; FAS-TE inh: -2; Neddyl block: inactive; eLon inh: 0; MLLE-PAM2 inh: 7; SKN-1 block: 12; NRP1-CendR mod: 14

Results for Cc1cccc(C)c1NC(=O)C(c1ccc(C#N)cc1)n1c(=O)c(-c2cc3ccccc3[nH]2)nc2ccccc21 (stereo not drawn) ?
MT1-MMP act inh: -18; SKN-1 block: 2; NRP1-CendR mod: 9

How did Cc1cccc(CN2CCOCCS2(=O)=O)c1 do in these assays?
MsrA act: -1; Rin1 Abl inh: -1; MT1-MMP act inh: 1; FAS-TE inh: -3; Neddyl block: inactive; eLon inh: 5; MLLE-PAM2 inh: 5; SKN-1 block: 6; NRP1-CendR mod: 14

How did CCOC(=O)CCCNc1ccc([N+](=O)[O-])cc1[N+](=O)[O-] do in these assays?
MsrA act: -14; Rin1 Abl inh: 0; MT1-MMP act inh: 3; FAS-TE inh: -9; Neddyl block: inactive; eLon inh: 1; MLLE-PAM2 inh: 10; SKN-1 block: -9; NRP1-CendR mod: -12

How did CCN(CC)CC(O)CN1C(=O)NC(C)(C)C1=O (stereo not drawn) do in these assays?
MsrA act: -2; Rin1 Abl inh: 0; MT1-MMP act inh: -1; FAS-TE inh: -2; Neddyl block: inactive; eLon inh: 9; MLLE-PAM2 inh: 11; SKN-1 block: 10; NRP1-CendR mod: -1

What do the screens show for `O=C(NCCCN1CCOCC1)C(=O)N/N=C/c1ccc(F)cc1`?
MsrA act: -13; Rin1 Abl inh: -7; FAS-TE inh: -6; Neddyl block: inactive; eLon inh: -2; MLLE-PAM2 inh: -7; SKN-1 block: -3; NRP1-CendR mod: -3

How did Cc1cccc(N(CC(=O)N/N=C/c2ccc(OCC(=O)NCc3ccco3)cc2)S(C)(=O)=O)c1C do in these assays?
MsrA act: -2; Rin1 Abl inh: 1; MT1-MMP act inh: -2; FAS-TE inh: 0; Neddyl block: inactive; eLon inh: -2; MLLE-PAM2 inh: 1; SKN-1 block: -5; NRP1-CendR mod: -1

Results for CCOC(=O)Cc1csc(N/C(=N/S(=O)(=O)c2ccc(Cl)cc2)c2ccccc2)n1 ?
MsrA act: 0; Rin1 Abl inh: -2; MT1-MMP act inh: -3; FAS-TE inh: 6; Neddyl block: inactive; eLon inh: -8; MLLE-PAM2 inh: 5; SKN-1 block: 10; NRP1-CendR mod: -1

Results for CCC(C)C(=O)Nc1nnc(SCC(=O)NC(C)(C)C)s1 (stereo not drawn) ?
MsrA act: -4; Rin1 Abl inh: 2; MT1-MMP act inh: 3; FAS-TE inh: -6; Neddyl block: inactive; eLon inh: 5; MLLE-PAM2 inh: 1; SKN-1 block: 21; NRP1-CendR mod: -5

How did CC1CCC/C(=C\Nc2ccccc2C(=O)O)C1=O (stereo not drawn) do in these assays?
MsrA act: -4; Rin1 Abl inh: 2; MT1-MMP act inh: 0; FAS-TE inh: -8; Neddyl block: inactive; eLon inh: -4; MLLE-PAM2 inh: 5; SKN-1 block: -5; NRP1-CendR mod: -4

What do the screens show for `Cc1cccc(C(C(=O)NC2CCCC2)N(Cc2cccnc2)C(=O)c2csnn2)c1` (stereo not drawn)?
MsrA act: 0; Rin1 Abl inh: 5; MT1-MMP act inh: -2; FAS-TE inh: -4; Neddyl block: inactive; eLon inh: -3; MLLE-PAM2 inh: 32; SKN-1 block: -11; NRP1-CendR mod: 10

What do the screens show for `CC(=O)N1CCSc2ccc(S(=O)(=O)NCc3ccccc3)cc21`?
MsrA act: -2; Rin1 Abl inh: -1; MT1-MMP act inh: 3; FAS-TE inh: -5; Neddyl block: inactive; eLon inh: 2; MLLE-PAM2 inh: -12; SKN-1 block: 4; NRP1-CendR mod: 2

What do the screens show for `O=C1c2ccccc2C(=O)N1CC(O)Cn1nnc2ccccc21` (stereo not drawn)?
MsrA act: -2; Rin1 Abl inh: 2; MT1-MMP act inh: -2; FAS-TE inh: -6; Neddyl block: inactive; eLon inh: 1; MLLE-PAM2 inh: -9; SKN-1 block: -14; NRP1-CendR mod: 4

How did CCn1c(SCC(=O)Nc2nccs2)nnc1-c1ccc(C)cc1 do in these assays?
MsrA act: 0; Rin1 Abl inh: 9; MT1-MMP act inh: 11; FAS-TE inh: -10; Neddyl block: inactive; eLon inh: 6; MLLE-PAM2 inh: -19; SKN-1 block: -7; NRP1-CendR mod: -4

What do the screens show for `CSc1nc2sc(-c3ccccc3)cc2c(=O)n1N`?
MsrA act: 0; Rin1 Abl inh: 2; MT1-MMP act inh: 4; FAS-TE inh: -12; Neddyl block: inactive; eLon inh: 10; MLLE-PAM2 inh: 15; SKN-1 block: 11; NRP1-CendR mod: -19

Results for CC(=O)N1CCCc2cc(S(=O)(=O)CCC(=O)Nc3cccc(C)c3C)ccc21 ?
MsrA act: -2; Rin1 Abl inh: 0; MT1-MMP act inh: 4; FAS-TE inh: -3; Neddyl block: inactive; eLon inh: -9; MLLE-PAM2 inh: 3; SKN-1 block: 2; NRP1-CendR mod: 22

How did CCN1C(=O)[C@H]2[C@@H](c3ccc(C)cc3)N3C(=O)N(c4ccccc4)C(=O)[C@@]3(C)[C@H]2C1=O do in these assays?
MsrA act: -4; Rin1 Abl inh: 2; MT1-MMP act inh: -2; FAS-TE inh: -10; Neddyl block: inactive; eLon inh: -8; MLLE-PAM2 inh: 8; SKN-1 block: 9; NRP1-CendR mod: -2

How did CCN(C(=O)CCNC(=O)Cn1cnc2ccccc2c1=O)c1cccc(Cl)c1 do in these assays?
MsrA act: 0; Rin1 Abl inh: 3; MT1-MMP act inh: 1; FAS-TE inh: -6; Neddyl block: inactive; eLon inh: 0; MLLE-PAM2 inh: -3; SKN-1 block: 15; NRP1-CendR mod: 10

Results for COc1cccc(C(=O)NCCSc2c(C)[nH]c3ccccc23)c1OC ?
MsrA act: -2; Rin1 Abl inh: 1; MT1-MMP act inh: -1; FAS-TE inh: 11; Neddyl block: inactive; eLon inh: 10; MLLE-PAM2 inh: 17; SKN-1 block: -2; NRP1-CendR mod: -6

Not a hit list; any-hit rate near 4%.
